# FECH inh: blocks human mitochondrial ferrochelatase activity; purified FECH, Ni-mesoporphyrin absorbance 550 nm; actives 3.3% (n = 20,000); calls only at 10 µM (by protocol); AID 1671448;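 active = enzyme reaction rate more than 3 SD below the solvent-only control wells on the same plate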;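 also: lower slope than DMSO wells means FECH inhibition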
# Target sequence (P22830 whole entry, looked up): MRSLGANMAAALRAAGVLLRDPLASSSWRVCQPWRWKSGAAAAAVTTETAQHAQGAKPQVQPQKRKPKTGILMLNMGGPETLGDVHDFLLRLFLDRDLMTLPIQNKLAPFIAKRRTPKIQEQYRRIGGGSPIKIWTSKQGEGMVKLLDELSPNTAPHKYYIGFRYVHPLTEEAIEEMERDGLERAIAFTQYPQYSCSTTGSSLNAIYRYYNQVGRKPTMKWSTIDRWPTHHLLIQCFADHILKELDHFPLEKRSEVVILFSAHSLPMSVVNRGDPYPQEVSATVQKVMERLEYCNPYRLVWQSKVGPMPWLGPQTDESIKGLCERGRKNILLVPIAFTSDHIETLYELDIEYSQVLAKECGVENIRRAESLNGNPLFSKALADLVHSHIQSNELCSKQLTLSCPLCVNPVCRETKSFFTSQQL
# Calls only; i = inactive; + = active, no number.
Compound	FECH inh
Cc1ccc(NC(=O)Nc2ccc(Sc3c(C)c(C)nc4ncnn34)cc2)cc1F	i
C=CCCC(CN1CCCN(C)CC1)Oc1ccc(Cl)cn1 (stereo unspecified)	i
CCCc1cc(=O)n2[nH]c(CNc3ccccc3F)nc2n1	+
NS(=O)(=O)c1ccc(CCNC(=O)c2sc3ncccc3c2-n2cccc2)cc1	i
CCNC(=O)C1CCN(c2cc(C)nc(-c3cccnc3)n2)C1 (stereo unspecified)	i
CCNc1ccnc(N2CCN(Cc3ncccc3C)CC2)n1	i
c1ccc(C2CCCN2Cc2cnc(N3CCCC3)nc2)nc1 (stereo unspecified)	i
CN(C)S(=O)(=O)NCc1nc2cccnc2n1C1CCCCC1	i
COc1cccc(CNC(=O)c2cc3n(n2)CC(C)(C(=O)NCc2ccc(C)cc2)N(C)C3=O)c1OC (stereo unspecified)	i
Cc1ccccc1Nc1oc2c(c1-c1ccccc1F)c(=O)n(C)c(=O)n2C	i
C/C(=C\c1ccco1)CN1CCC(n2nc(C)cc2C)C1 (stereo unspecified)	i
COc1ccc(S(N)(=O)=O)cc1-c1noc(C(C)(C)C)n1	i
Cc1ccc(N2C(=O)CCS2(=O)=O)cc1S(=O)(=O)Nc1ccc(C(C)C)cc1	i
O=c1c2c(nc3nc(CNc4ccc(F)cc4)[nH]n13)CCC2	+
Cc1ccc2cc(-c3noc(CCC(=O)Nc4nnc(C)s4)n3)c(=O)[nH]c2c1	i
CC(C)c1nnc2sc(C3CCCN(C4CCCC4)C3)nn12 (stereo unspecified)	i
OCC#Cc1csc(CN2CCN(c3nccc4ccccc34)CC2)c1	i
O=C(c1cn[nH]n1)N1CCN(C(=O)N(c2ccccc2)c2ccccc2)CC1	i
CC(C)CNC(=O)c1[nH]cnc1C(=O)NCC1CC1	i
COc1ccc(CN(Cc2ccncc2)Cc2ccc(F)cc2)cn1	i
Cc1ccc(-c2nnc(-c3nc(NCCN4CCOCC4)c4ccccc4n3)o2)cc1	i
CC(C)(Oc1ccc2c(c1)CCC2)C(=O)NC1C=CS(=O)(=O)C1 (stereo unspecified)	i
CS(=O)(=O)c1ccc(-c2nccc(C3CCCC3)n2)cc1	i
CC(=O)Nc1ccc(S(=O)(=O)NCc2nc3cccnc3n2C)cc1	i
COc1nc2c(cc1CNC(=O)CCc1cccnc1)C(=O)N(C1CCCC1)C2	i
O=C(NCCn1c(-c2ccncc2)nc2cccnc21)Nc1ccc(Br)cc1	i
COc1cc(-c2n[nH]c(CCc3ccccc3)n2)ccn1	i
CN(Cc1cccc(C(=O)Nc2nccn2C)c1)C1Cc2ccccc2C1	i
CCCCN(CC)c1ncc(NS(=O)(=O)c2cc(Cl)ccc2OC)cc1C(=O)O	i
Cc1cc(C)c(-c2nc(C(N)=O)c3c(n2)n(-c2ccc(C)c(C)c2)c(=O)n3Cc2ccccc2)c(C)c1	i
O=C(CCSc1ccc2c(c1)OCCO2)NCCc1nccs1	i
CCc1nc(CNC(=O)CCn2c(C)cc3ccccc32)cs1	i
CCc1cc(N(C)CCCO)nc(N2CCCC2)n1	i
Cc1ccsc1C(CNC(=O)c1cc(=O)[nH]c(=O)[nH]1)N(C)C (stereo unspecified)	i
O=C(O)c1ccc(-c2c(N3CCCC3)cn[nH]c2=O)s1	i
CCN1CCc2c(sc(NC(=O)CS(=O)(=O)c3ccccc3)c2-c2nc3ccccc3s2)C1	i
COc1ccc(-c2cc(N3CCN(S(=O)(=O)c4ccc(F)c(Cl)c4)CC3)ncn2)cc1	i
O=C(NCCc1nc(-c2ccncc2)n[nH]1)C1(c2ccccc2F)CC1	i
Cc1nc2ncnn2c(Sc2ccccc2NC(=O)c2ccc(Br)cc2)c1C	i
Cc1ccc(S(=O)(=O)NCCn2c(-c3ccc(F)cc3)nc3cccnc32)cc1	i
Cc1cccc(Nc2nc(NCc3ccc(F)cc3)nc3c2cnn3-c2ccccc2)c1	i
Cc1ccc2cc(-c3noc(CCC(=O)Nc4ccc(C)c(C)c4)n3)c(=O)[nH]c2c1	i
Cc1ccc(C(=O)O)c(N2CCC(CC3CC3)(C(=O)O)CC2)n1	i
COCCc1noc(C(C)NC(=O)CC23CC4CC(CC(C4)C2)C3)n1 (stereo unspecified)	i
Cc1nc(CC(=O)N(C)Cc2csc(-c3ccccc3)n2)cs1	i
COc1ccc(OC)c(Nc2nc(NCc3ccccc3Cl)nc3c2cnn3-c2ccccc2)c1	+
Cn1c(=O)n(CC(=O)N2CCOCC2)c(=O)c2cnc(-c3ccccc3)nc21	+
O=C1NCCN1CCNc1nccc(CCC(F)(F)F)n1	i
Cc1cc(Nc2ccccc2)nc(Nc2ccc(NC(=O)c3cccc(Br)c3)cc2)n1	i
Cc1ccc(N2CC(NC(=O)c3ccc(Br)cc3)CC2=O)cc1 (stereo unspecified)	i

# The list goes on:
Compound	FECH inh
Cc1ccc(N2CC(NC(=O)CCc3ccccc3)CC2=O)cc1 (stereo unspecified)	i
CCOc1c(Nc2ccc(Cl)cc2)c(=O)c1=O	i
COC(=O)c1cc(-c2ccc(OC)c3ncccc23)c[nH]1	i
O=S(=O)(NCc1ccccc1)N1CCC(OCc2cccnc2)CC1	i
Cc1nnc(SCC(=O)N2CCCN(C)C3(CCN(C)CC3)C2)s1	i
Cc1ccc(S(=O)(=O)Nc2nc3n(n2)C(c2ccc(F)cc2)C=C(c2ccc(Cl)cc2)N3)cc1 (stereo unspecified)	i
CCc1cnc(N2CCCC(C(=O)c3cc(F)ccc3F)C2)nc1 (stereo unspecified)	i
O=C(CN1CCN(Cc2ccccc2F)S1(=O)=O)Nc1ccc2c(c1)OCO2	i
COc1ccc(CN2CCCN(CC(=O)Nc3cccc(SC)c3)S2(=O)=O)cc1	i
Cn1cc(-c2ccc(-c3nc(CCCc4ccccc4)no3)cn2)cn1	i
COc1ccc(C(=O)Nc2ccc(Cl)c(N3CCCS3(=O)=O)c2)cc1	i
CC1CCCCN1CCCNC(=O)CC1CCN(S(=O)(=O)c2ccccc2)CC1 (stereo unspecified)	i
OCC1(O)CCCN(Cc2nnc(-c3ccccc3)o2)CC1 (stereo unspecified)	i
c1coc(CN2CCC3(CC2)NCCc2[nH]cnc23)c1	i
Cc1cc(F)cc(-c2c(-c3ccccc3)ncn2CCN2CCC(O)CC2)c1	+
Cc1cc(CC(=O)N2CCc3c(nc(-c4ccncc4)nc3N(C)C)C2)on1	i
CN1CCC2(CC1)CN(C(=O)c1cnc(-c3ccccc3)nc1)CCN2C	i
Cc1ccccc1Cn1cc(C(=O)Nc2ccc(F)cc2)ccc1=O	i
CC(=O)NCC(=O)N1CCC(c2nc(-c3ccccc3C)no2)CC1	i
CCOc1ccc(Nc2nc(NCCO)nc3c2cnn3-c2ccccc2)cc1	i

# Four entries drawn at random from the list so far, as already listed:
Compound	FECH inh
Cc1cc(F)cc(-c2c(-c3ccccc3)ncn2CCN2CCC(O)CC2)c1	+
Cc1ccccc1Cn1cc(C(=O)Nc2ccc(F)cc2)ccc1=O	i
CC1CCCCN1CCCNC(=O)CC1CCN(S(=O)(=O)c2ccccc2)CC1 (stereo unspecified)	i
CC(=O)NCC(=O)N1CCC(c2nc(-c3ccccc3C)no2)CC1	i

# (next part)
Compound	FECH inh
Clc1cnn(CCc2nn3c(Cc4ccccc4)nnc3s2)c1	i
Cc1ccc(S(=O)(=O)N2CCN(Cc3nc4cccnc4n3-c3cccc(F)c3)CC2)cc1C	i
CC[C@H]1CN(C(=O)c2cnc(N3CCN(C)CC3)nc2C)CC[C@@]1(C)O	i
O=C(CC1CCN(S(=O)(=O)c2ccccc2)CC1)NCc1ccc2c(c1)OCO2	i
NC(=O)c1cccc(CC2CCN(C(=O)COc3ccc(Cl)cc3)C2)c1 (stereo unspecified)	i
COc1ccc(N2C(=O)CCS2(=O)=O)cc1S(=O)(=O)Nc1ccc(C)cc1	i
C/C=C(\C)CN1CCC(OCc2cccnc2)CC1	i
Fc1cccc(CNc2nccc(CCC(F)(F)F)n2)c1F	i
Cc1ccc(Nc2nc(-c3nnc(-c4ccc(C)cc4)o3)nc3ccccc23)cc1	i
Cc1nc2c(N(C)CC3CC(=O)N(C(C)(C)C)C3)ncnc2o1 (stereo unspecified)	i
CC(C)Cc1noc(-c2ccc(-c3ccc(O)cc3)nc2)n1	i
COc1ccc(NC(=O)CN2CCN(Cc3cccc(C)c3)S2(=O)=O)cc1Cl	+
NC(=O)C1CCN(Cc2cccc(C(=O)Nc3ccc4cccnc4c3)c2)CC1	i
O=C(C1COc2ccccc2C1)N1CCC(Cn2cc(CCO)nn2)CC1 (stereo unspecified)	i
CCn1nc(C(=O)O)c2c1CCN(C(=O)C1CCN(C(=O)C(C)C)CC1)C2	i
Cc1ccc(NC(=O)CN2CCCN(Cc3cccc(F)c3)S2(=O)=O)cc1C	i
CCC(=O)Nc1ccc(Nc2nc(C)cc(N3CCCC3)n2)cc1	i
COc1ccc(F)c(CNC(=O)CCc2nc(-c3ccccc3F)no2)c1F	i
CC(c1ccccn1)N(C)Cc1cccn1-c1ncccn1 (stereo unspecified)	i
NS(=O)(=O)c1ccc(CCNC(=O)c2nc(-c3ccc(N4CCCCC4)cc3)no2)cc1	i
CC(=O)N1CCn2nc(C(=O)N3CCCC3c3cc(C(C)C)on3)cc2C1 (stereo unspecified)	i
Cc1ncc(-c2c(-c3ccccc3)ncn2CCc2cccs2)[nH]1	+
CC(=O)c1ccc(N2CCN(C(=O)c3cc(C)nc4c(C)cccc34)CC2)cc1	i
CCO[C@H]1COC[C@@H]1NC(=O)c1c(C)nc2sccn12	i
COc1cc(NCCC(=O)NC2CCCCC2)ncn1	i
CCc1nc(C)c(C(=O)NCc2cn3nc(C)sc3n2)o1	i
CN(CCc1ccccn1)c1ncccc1CNC(=O)C1COCCO1 (stereo unspecified)	i
COc1ccc(NC(=O)c2ccc(=O)n(Cc3ccc(F)cc3)c2)c(OC)c1	i
CSc1nc(Nc2ccc(N3CCCC3)cc2)c(C#N)c(-c2ccc(C)cc2)n1	i
CN(C(=O)c1ccc2ncsc2c1)C1CCCc2ccccc21 (stereo unspecified)	i

# Five neighbouring records already listed, quoted:
Compound	FECH inh
CCc1nc(C)c(C(=O)NCc2cn3nc(C)sc3n2)o1	i
CN(CCc1ccccn1)c1ncccc1CNC(=O)C1COCCO1 (stereo unspecified)	i
COc1ccc(NC(=O)c2ccc(=O)n(Cc3ccc(F)cc3)c2)c(OC)c1	i
CSc1nc(Nc2ccc(N3CCCC3)cc2)c(C#N)c(-c2ccc(C)cc2)n1	i
CN(C(=O)c1ccc2ncsc2c1)C1CCCc2ccccc21 (stereo unspecified)	i

# The listing picks up, starting three compounds before the break.
Compound	FECH inh
COc1ccc(NC(=O)c2ccc(=O)n(Cc3ccc(F)cc3)c2)c(OC)c1	i
CSc1nc(Nc2ccc(N3CCCC3)cc2)c(C#N)c(-c2ccc(C)cc2)n1	i
CN(C(=O)c1ccc2ncsc2c1)C1CCCc2ccccc21 (stereo unspecified)	i
CCN1CCc2c(sc(NC(=O)c3ccc(Cl)s3)c2C(=O)OC)C1	i
COCCNS(=O)(=O)c1ccc2c(c1)CCN2C(=O)CCC(=O)N1CCCCCC1	i
CC(NC(=O)c1cn(-c2ccccc2)nn1)c1cnccn1 (stereo unspecified)	i
Cc1cc(N2CCCC2)nc(Nc2ccc(NC(=O)c3ccc(C(C)(C)C)cc3)cc2)n1	i
COc1cc(C(=O)N(C)C(C)Cc2cc(C)ccn2)nc(OC)n1 (stereo unspecified)	i
COc1ccc(NC(=O)c2ccc(CN3C(=O)CCn4nc(C)cc43)cc2)cc1OC	i
CCCc1nccn1Cc1nc(-c2ccc(OC)cc2)no1	i
CCOc1ccc(S(=O)(=O)Nc2cnc(N(CC(C)C)CC(C)C)c(C(=O)O)c2)cc1	i
CC1c2cccn2CCN1C(=O)c1ccc(C#CC(C)(C)O)o1 (stereo unspecified)	i
c1cncc(NCCCNc2nc(-c3ccncc3)nc3c2CCNC3)c1	i
CCCCN(CC)c1ncc(NS(=O)(=O)c2ccc(F)c(F)c2)cc1C(=O)O	i
CCc1csc(CNC(=O)c2cc(COc3ccccc3F)[nH]n2)n1	i
O=C(NCc1cn[nH]c1-c1ccc(F)cc1)c1cccc(Cn2cccn2)c1	i
CC(C)Cc1noc(C(C)NC2CCC3(CCNCC3)CC2)n1 (stereo unspecified)	i
CCOc1ccnc(N2CCN(CC(=O)NC(C)C)CC2)n1	i
CCC(c1cccnc1)N(C)Cc1ccc(NC(C)=O)cc1 (stereo unspecified)	i
CCn1c(C2CCN(C(=O)CCSc3nnc(C)s3)CC2)n[nH]c1=O	i
O=C(O)CNc1cccc(C(=O)NCCc2ccncc2)c1	i
Cn1nc(C(=O)NCc2ccccc2)c2c1CCN(C(=O)c1c(F)cccc1F)C2	i
CCN(CC1CCOCC1)C(=O)C1CCCN(Cc2ccco2)C1 (stereo unspecified)	i
OC1CCN(c2ccnc(/C=C/c3ccccc3)n2)C1 (stereo unspecified)	i
COC(=O)CN(c1nc2nc(C)c(Cl)c(C)n2n1)S(=O)(=O)c1ccccc1	i
CC1Cc2cc(CNCC(=O)NCc3ccccc3F)ccc2O1 (stereo unspecified)	i
Cc1ccc(OCc2cc(=O)n3oc(C)cc3n2)c(NC(=O)c2cccc(F)c2)c1	i
O=C(Cn1nc2ccccc2n1)N1Cc2cnn(CCO)c2C1	i
COc1cccc(N2CC(NC(=O)c3ccc(S(=O)(=O)N4CCOCC4)cc3)CC2=O)c1 (stereo unspecified)	i
CSc1nc(NCCN2CCOCC2)c(C#N)c(-c2ccc(C)cc2)n1	i
CNCC(=O)NCCC(=O)Nc1cccc2ccccc12	i
COc1cccc2c1OCC(N1Cc3ncccc3C1=O)C2 (stereo unspecified)	i
CCc1cc(Sc2ccc(NC(=O)Nc3ccccc3Br)cc2)n2nc(C)nc2n1	i

# These rows are one share of the data; count on the stated rates, not on these rows.
